# NRP1-CendR mod: alters CendR peptide binding to human NRP-1 | O14786 | FAM-RPARPAR peptide binding to NRP-1, fluorescence polarization | inhibition, % at 25 µM | hit rate 0.85% among 360,000 | AID 602438;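 active = inhibition or corrected inhibition above about 18%, plus a signal ratio from 0.5 to 1.5, limit read from the data, passing the limit was not always enough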; note: strong numbers were not always called active
# MT1-MMP act inh: MT1-MMP (human) activation inhibition | GFP/RFP ratio change, % at 20 µM | HT1080 RFP-PRO-GFP cells, GFP/RFP ratio fluorescence, overnight; percent of plate control window, DMSO zero | AID 651647 | hit rate 0.061% among 360,000 | P50281;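 active = GFP/RFP ratio change of at least 30% with cell ATP level not reduced by more than half and red fluorescence within 50% of control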; note: strong numbers were not always called active
#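 Compound: 20 µM single dose, 1% DMSO / System: HT1080 RFP-PRO-GFP cells / Controls: DMSO and RFP-L50D-GFP cell wells / Read-out basis: GFP/RFP fluorescence ratio / Schedule: overnight compound exposure at 37 °C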
# Rin1 Abl inh: blocks binding of human Rin1 to Abl; P00519+Q13671; hit rate 0.4% among 360,000; TR-FRET Rin1/Abl binding, biochemical; AID 588664; inhibition, % at 7.35 µM; in the data active = inhibition above about 5%, passing the limit was not always enough
# MsrA inh: inhibitors of bovine MsrA; inhibition, % at 15.5 µM; hit rate 0.75% among 360,000; purified bovine MsrA, absorbance read-out; in the data active = inhibition above about 4.5%;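 note: 0% = vehicle wells with enzyme and 100% = reference inhibitor wells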
# bovine MsrA act: activators of bovine methionine sulfoxide reductase A; purified bovine MsrA, absorbance read-out; AID 602163; hit rate 0.3% among 360,000; activation, % at 10.6 µM; in the data active = activation above about 7.5%;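 note: 0% = vehicle and 100% = reference activator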
# eLon inh: inhibits E. coli Lon protease; P0A9M0; purified E. coli Lon protease, fluorescence polarization; inhibition, % at 7.94 µM; hit rate 0.42% among 360,000; in the data active = inhibition above about 13%, passing the limit was not always enough;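 note: 0% = enzyme with probe and DMSO and 100% = no enzyme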
# Neddyl block: cullin neddylation inhibition | P61081+Q13564 | hit rate 0.58% among 360,000 | TR-FRET cullin neddylation, biochemical | calls only at 25 µM; in the data active = inhibition above about 36%
# SKN-1 inh: inhibitors of C. elegans SKN-1. C. elegans VP596 Pgst-4::GFP/RFP ratio, acrylamide-induced, 24 h. inhibition, % at 21.8 µM. hit rate 0.49% among 360,000. AID 624304;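 active = interference check ratio from 0.5 to 1.5 plus GFP to RFP signal ratio inhibition reaching or exceeding a fixed threshold, cut at about 30% in these data, passing the limit was not always enough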; note: some compounds called inactive have numbers as strong as hits
# FAS TE block: FAS thioesterase (human) inhibition; P49327; hit rate 0.67% among 360,000; AID 602261; inhibition, % at 15 µM; recombinant FAS-TE, OMFH fluorogenic substrate, fluorescence endpoint;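 active = compounds whose normalised, plate-corrected inhibition of enzyme fluorescence in the single-dose primary screen is 50% or more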;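 note: 0% = DMSO with enzyme and 100% = substrate without enzyme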
# * marks the source's active call; other numbers are inactive results; i = inactive; / = no result given; & = joins results of further samples.
[1] O=C(COc1ccccc1)NCC(=O)N/N=C/C=C/c1ccccc1
[2] CCOc1ccc(CN2CCN(C/C=C/c3ccc(OC)cc3)CC2CCO)cc1 (centres undefined)
[3] CCOC(=O)N(C)C[C@H]1OCc2cnnn2CCCC(=O)N([C@@H](C)CO)C[C@@H]1C
[4] Cc1ccc(C2C=C(c3ccccc3OC(F)F)Nc3ncnn32)cc1 (centres undefined)
[5] CCC(C)NC(=O)COc1ccc(OCc2ccccc2)cc1 (centres undefined)
Assay by compound,1,2,3,4,5
NRP1-CendR mod,3,8,-4,9,7
MT1-MMP act inh,4,0,-3,-5,0
Rin1 Abl inh,-2,1,-1,-1,0
MsrA inh,-0.2,0.7,1.2,-0.1,1.3
bovine MsrA act,-3,2,0,-2,-2
eLon inh,-7,0,1,2,0
Neddyl block,i,i,i,/,i
SKN-1 inh,6,-9,-10,-13,6
FAS TE block,-12,-5,-4,5,7

[6] Cc1ccccc1C(=O)N1CCN=C1SCc1ccc([N+](=O)[O-])cc1
[7] Cc1ccc(N2C(=O)CC(n3nc(C)cc3C)C2=O)cc1 (centres undefined)
[8] Cc1cc(Br)ccc1NC(=O)CN(C)C(=O)c1cccc(S(=O)(=O)N2CCN(C)CC2)c1
[9] COc1ccc2c(c1)CCc1c(C(=O)N(C)c3ccccc3)noc1-2
[10] O=C(Nc1ccccc1C(F)(F)F)c1cc2ncc(CCCl)cn2n1
Assay by compound,6,7,8,9,10
NRP1-CendR mod,-3,8,-3,6,-1
MT1-MMP act inh,1,8,1,4,3
Rin1 Abl inh,-6,6,2,0,1
MsrA inh,-0.6,-0.8,0.6,-0.2,0.9
bovine MsrA act,-10,-12,0,-1,-1
eLon inh,3,-5,0,0,-10
Neddyl block,i,i,i,i,i
SKN-1 inh,-9,-32,-6,4,4
FAS TE block,13,-5,-5,18,10

[11] Cc1ccc(S(=O)(=O)CCC(=O)OCC(=O)N(C)Cc2ccccc2)cc1
[12] CCCCNC(=O)c1cc(-c2ccc(OC)cc2)on1
[13] O=C(CCC(=O)NNC(=O)Nc1cccc(Cl)c1)NCc1ccccc1
[14] CCOCCCNC(=S)Nc1ccc(S(N)(=O)=O)cc1
[15] COc1ccccc1C1CC(c2cccs2)=NN1C(=O)CCC(=O)O (centres undefined)
Assay by compound,11,12,13,14,15
NRP1-CendR mod,-8,-6,-8,4,-20
MT1-MMP act inh,1,4,4,2,-2
Rin1 Abl inh,0,0,-1,0,0
MsrA inh,1.4,1.1,0.3,0.0,2.0
bovine MsrA act,0,-2,-1,-4,-2
eLon inh,6,23*,-1,-1,-19
Neddyl block,i,i,i,i,i
SKN-1 inh,-6,4,2,7,-10
FAS TE block,-2,0,0,-6,-9

[16] CC(=O)NCCCc1nc2ccccc2n1Cc1cc(C)ccc1C
[17] COc1ccc(OC)c(C2=NOC(C(=O)NCc3cccnc3)C2)c1 (centres undefined)
[18] CCOc1ccccc1OCC(=O)Oc1ccc(C)c(C)c1
[19] O=C1CCCN1CC(CN1CCOCC1)Sc1nnnn1-c1ccccc1 (centres undefined)
[20] COc1ccc(-c2cc(C(=O)NCc3cccnc3)no2)cc1OC
Assay by compound,16,17,18,19,20
NRP1-CendR mod,-4,-3,4,6&-5,1
MT1-MMP act inh,-4,-5,2,1&8,2
Rin1 Abl inh,4,1,-3,1&-4,0
MsrA inh,-0.5,-0.1,0.0,-0.7&-1.2,1.4
bovine MsrA act,-2,-9,-3,-3&-4,-12
eLon inh,-5,-12,-2,-7&0,-9
Neddyl block,i,i,i,i,i
SKN-1 inh,7,-12,10,-1&-1,-2
FAS TE block,-4,-7,5,-6&-11,-10

[21] NS(=O)(=O)c1cccc(NC(=O)COC(=O)CCC2CCCC2)c1
[22] Cc1ccc(NC(=O)CNc2cc(S(=O)(=O)N3CCOCC3)ccc2NCC2CCCO2)cc1F (centres undefined)
[23] C[C@H]1CN([C@@H](C)CO)S(=O)(=O)c2ccc(Br)cc2O[C@H]1CN(C)C(=O)CCN1CCCCC1
[24] COCCn1c(COc2cccc(OC)c2)nnc1SCC(=O)N1CCOCC1
[25] COc1cc(O)c(C(C)=O)c(CC(=O)O)c1
Assay by compound,21,22,23,24,25
NRP1-CendR mod,3,-2,4,2,-26
MT1-MMP act inh,0,5,0,3,-4
Rin1 Abl inh,2,-1,-4,-2,20*
MsrA inh,-1.1,0.1,-0.3,-0.3,0.6
bovine MsrA act,-6,-2,1,-4,-3
eLon inh,-12,-6,0,-10,7
Neddyl block,i,i,i,i,i
SKN-1 inh,-6,-10,8,7,6
FAS TE block,-1,9,-10,-7,0

[26] CC(C)C[C@@H](CN)NC(=O)c1nc[nH]c1C(=O)N[C@@H](C)C(=O)CNC[C@H](C)NC(=O)c1nc[nH]c1C(=O)N[C@@H](CC(=O)O)C(=O)O
[27] NS(=O)(=O)c1ccc(CCNC(=O)CNC(=O)Cc2cccc3ccccc23)cc1
[28] CCN(CC)S(=O)(=O)c1ccc2[nH]cc(C(=O)NCCC3=CCCCC3)c(=O)c2c1
[29] COC(=O)c1c(NC(=O)c2ccc(C)o2)sc2c1CCCCC2
[30] c1cncc(-c2nc(-c3ccc4c(c3)OCCO4)cs2)c1
Assay by compound,26,27,28,29,30
NRP1-CendR mod,-1,-7,4,-9,0
MT1-MMP act inh,0,5,-9,-3,-2
Rin1 Abl inh,0,-2,-3,-1,4
MsrA inh,0.8,-0.5,0.5,0.6,0.5
bovine MsrA act,-2,0,1,-3,-5
eLon inh,8,-3,-5,-12,3
Neddyl block,i,i,i,/,i
SKN-1 inh,-7,-7,-2,2,21
FAS TE block,-11,-6,38,15,21

[31] Cc1ccc(N2CC(C(=O)Nc3nnc(SCCN4CCOCC4)s3)CC2=O)cc1 (centres undefined)
[32] COc1ccc(OCC(=O)OCCN(C)C)cc1
[33] CCOC(=O)c1ccc(Cl)c(NC(=O)c2ccc(-c3ccccc3)cc2)c1
[34] COc1cccc(-c2nc(CS(=O)(=O)CC(=O)NCc3ccc(Cl)cc3)c(C)o2)c1
[35] CCN(C(=O)COC(=O)/C=C/c1ccco1)c1c(N)n(Cc2ccccc2)c(=O)[nH]c1=O
Assay by compound,31,32,33,34,35
NRP1-CendR mod,-5,2,-1,20*,-7
MT1-MMP act inh,3,4,2,1,12
Rin1 Abl inh,1,-2,3,1,3
MsrA inh,1.8,-0.8,0.9,2.9,0.8
bovine MsrA act,-5,-9,-6,-2,-13
eLon inh,-3,0,-7,-9,2
Neddyl block,i,i,i,i,i
SKN-1 inh,10,7,2,10,-15
FAS TE block,-3,-2,-8,0,-4

[36] Cc1ccc(S(=O)(=O)O)c(C)c1N1CCCC1=O
[37] CC(=O)OCCC(NS(=O)(=O)OCC(Cl)(Cl)Cl)c1ccccc1 (centres undefined)
[38] CCOc1ccc(NC(=O)CN2C(=O)CSC2=O)cc1
[39] CCOC(=O)COc1ccc(/C=C/[N+](=O)[O-])c(OCC(=O)OCC)c1
[40] O=C(c1ccc2c(c1)N(Cc1cccc(Cl)c1)C(=O)c1ccccc1S2(=O)=O)N1CCN(c2ccccn2)CC1
Assay by compound,36,37,38,39,40
NRP1-CendR mod,-13,-15,-4,4,1
MT1-MMP act inh,-1,0,1,10,0
Rin1 Abl inh,-5,0,3,0,-2
MsrA inh,-0.6,0.3,1.0,1.9,1.5
bovine MsrA act,-2,-10,0,-4,-2
eLon inh,1,-4,5,0,-6
Neddyl block,i,i,i,i,i
SKN-1 inh,4,13,-6,-2,8
FAS TE block,-6,2,2,-6,38

[41] CN(C(=O)c1cccnc1)c1nnc(-c2ccccn2)s1
[42] CCC1CCCCN1CCCNC(=O)CN1C(=O)CSc2ccc(S(=O)(=O)N3CCOCC3)cc21 (centres undefined)
[43] COc1cc(C)c(CN2CCN(CC(=O)Nc3ccccc3C(=O)NC3CC3)CC2)cc1OC
[44] Cc1c(N=C(N)/N=C(\N)Nc2ccc(Br)cc2)c(=O)n(-c2ccccc2)n1C
[45] O=C(CSc1n[nH]c(=O)n1Cc1ccccc1)Nc1ccc(N2CCOCC2)cc1
Assay by compound,41,42,43,44,45
NRP1-CendR mod,1,6,-2,6,0
MT1-MMP act inh,4,1,3,-2,0
Rin1 Abl inh,-1,3,1,-2,2
MsrA inh,1.2,0.2,-0.3,-0.4,-0.9
bovine MsrA act,1,0,-6,-3,-2
eLon inh,-7,0,-8,9,-5
Neddyl block,i,i,i,i,i
SKN-1 inh,17,10,-3,0,15
FAS TE block,0,-6,-4,-10,-5

[46] O=C1CSC(=S)N1N=Cc1cccc(OCc2ccccc2)c1
[47] Cc1ccc(-c2noc(CN3CCOCC3)n2)cc1
[48] COc1ccccc1OCc1ccc(C(=O)N/N=C/c2ccco2)cc1
[49] CCOc1ccc(CN2C(=O)CC(=O)N(S(=O)(=O)c3ccc(OCC)cc3)C2=O)cc1
[50] O=C(c1nsnc1-c1ccccc1O)N1CCCCC1
Assay by compound,46,47,48,49,50
NRP1-CendR mod,-9,7,0,-24,-1
MT1-MMP act inh,0,1,-2,-6,-4
Rin1 Abl inh,2,-3,-3,-3,2
MsrA inh,1.6,0.7,0.9,0.3,0.5
bovine MsrA act,-4,-1,-3,-1,-5
eLon inh,-21,-7,-13,-11,-7
Neddyl block,i,i,i,i,i
SKN-1 inh,-1,10,-8,-1,14
FAS TE block,12,-4,-2,0,-2

[51] Oc1[nH]c2ccccc2c1/C=N/N1CCCCC1
[52] Cc1ccccc1CCNC(=O)C1CC(O)CN1C(=O)Nc1ccccc1 (centres undefined)
[53] CCOc1cccc(CN2CCC(n3nccc3NC(=O)c3ccc4c(c3)OCO4)CC2)c1
[54] COc1cccc(OCc2nc(-c3cccc([N+](=O)[O-])c3)no2)c1
[55] O=C(NCCCN1CCCC1=O)c1ccc(S(=O)(=O)Nc2ccccc2F)cc1
Assay by compound,51,52,53,54,55
NRP1-CendR mod,-2,2,6,15,5
MT1-MMP act inh,0,-2,0,4,-1
Rin1 Abl inh,-1,2,-3,3,0
MsrA inh,1.4,-0.5,1.0,0.8,-0.7
bovine MsrA act,2,-2,-2,-2,-4
eLon inh,-8,0,5,-2,-1
Neddyl block,i,i,i,i,i
SKN-1 inh,3,14,4,-8,1
FAS TE block,-9,-6,0,35,-6

[56] COc1ccc(CNC(=O)CN(Cc2ccccc2F)C(=O)c2csnn2)cc1
[57] CC(C)(C)c1ccc(C(=O)O/N=C(\N)c2ccccn2)cc1
[58] Cc1ccccc1C(=O)N1CCCN(C(=O)c2ccccc2C)CC1
[59] CCNc1nc(Oc2ccc(C(=O)OC)cc2)nc(SC)n1
[60] O=S(=O)(c1ccccc1)N1CCC(n2cnc3ccccc32)CC1
[61] Cc1oc(/C=N/NS(=O)(=O)c2ccccc2)cc1Br
[62] CC1CN(C(=O)COc2ccc3c(-c4ccccc4)cc(=O)oc3c2)CC(C)O1 (centres undefined)
[63] CC(=O)Nc1ccc(-c2ccnc3c2CC(C)(C(=O)NCc2ccncc2)O3)cc1 (centres undefined)
Assay by compound,56,57,58,59,60,61,62,63
NRP1-CendR mod,7,-1,3,-7,-3,1,11,-5
MT1-MMP act inh,-2,-8,2,-2,-7,-3,-3,3
Rin1 Abl inh,1,0,3,-2,3,-1,-1,5
MsrA inh,-0.3,-0.1,-0.2,-1.1,0.5,2.6,0.0,-1.2
bovine MsrA act,-8,-2,-1,-4,-4,-3,-4,-10
eLon inh,-2,-5,-1,-10,-2,1,-8,2
Neddyl block,i,i,i,i,i,i,i,i
SKN-1 inh,-13,10,3,19,-3,0,4,22
FAS TE block,0,-1,-6,-3,4,-9,-6,-7

# Screening data (PubChem BioAssay)
